Mcl1-Bid inh: Mcl-1/Bid interaction inhibition. Q07820. TR-FRET Mcl-1/Bid-Dy647 peptide binding, 1536-well. inhibition, % at 21.7 µM. actives 0.97% (n = 220,000). AID 1021;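 active means compounds that cut the binding signal by more than half at the single screening dose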;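 further: His-tagged Mcl-1 with europium anti-His antibody binding Bid BH3 peptide; 0% = Mcl-1 plus peptide wells and 100% = peptide-only wells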
Target sequence (Q07820 whole entry, looked up): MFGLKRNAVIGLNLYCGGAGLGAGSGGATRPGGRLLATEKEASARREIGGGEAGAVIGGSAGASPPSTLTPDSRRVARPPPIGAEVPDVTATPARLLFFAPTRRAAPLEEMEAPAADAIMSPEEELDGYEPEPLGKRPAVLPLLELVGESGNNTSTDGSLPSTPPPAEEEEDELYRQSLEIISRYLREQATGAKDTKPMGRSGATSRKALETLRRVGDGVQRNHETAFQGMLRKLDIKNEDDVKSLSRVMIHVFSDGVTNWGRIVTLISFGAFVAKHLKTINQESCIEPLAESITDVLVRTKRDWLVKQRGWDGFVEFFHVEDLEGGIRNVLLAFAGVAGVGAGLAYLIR
Rac1 act GTP bind: human Rac1 activated mutant GTP binding change; P63000; GST-Rac1 activated beads, fluorescent GTP binding, flow cytometry; actives lie on both sides; 100% means binding = to untreated wells; percent activity (GTP binding), % at 10 µM; actives 0.11% (n = 190,000);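 active means GTP binding at least 20 percentage points away from the 100% baseline, in either direction, so actives lie on both sides; inconclusive means Compound likely fluorescent itself, or too few beads counted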
Rab7 wt GTP bind: alters GTP binding to wildtype dog Rab7; GTP binding activity (percent of control), % at 10 µM; AID 758; actives 0.055% (n = 190,000); GST-Rab7 beads, fluorescent GTP binding, flow cytometry; actives lie on both sides; untreated = 100%, excess cold GTP = 0%;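 active means fluorescent GTP binding to Rab7 beads changed by at least 20 points from the 100% baseline, either direction, mostly lower; inconclusive means compound itself probably fluorescent, or too few beads counted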;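 further: median green fluorescence of bound Bodipy-FL-GTP per Rab7 bead population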
Rac1 wt GTP bind: alters GTP binding to wildtype human Rac1 | GST-Rac1 beads, fluorescent GTP binding, flow cytometry; actives lie on both sides; 0 = cold GTP competed, 100 = untreated | P63000 | actives 0.27% (n = 190,000) | GTP binding activity (% of control), % at 10 µM;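 active means GTP binding activity at least 20 points away from the 100% control level, either lower or higher; inconclusive means compound flagged as likely green fluorescent, judged across all proteins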
Cdc42 wt: modulators (inhibitors or activators) of GTP binding to human Cdc42 wildtype | GST-Cdc42 beads, Bodipy-GTP binding, flow cytometry; actives lie on both sides | percent activity (GTP binding), % at 10 µM | actives 0.2% (n = 190,000) | AID 761;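 active means percent activity GTP binding at least 20 points away from the 100% baseline, either down as inhibitor or up as activator; inconclusive means compound flagged as likely green fluorescent from well-wide comparison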;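 further: median bead fluorescence of bound Bodipy-FL-GTP at 100 nM; 0% = excess unlabeled GTP control and 100% = no compound control; below 100% means less GTP binding so inhibitor and above means activator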
Target sequence (P60953 whole entry, looked up): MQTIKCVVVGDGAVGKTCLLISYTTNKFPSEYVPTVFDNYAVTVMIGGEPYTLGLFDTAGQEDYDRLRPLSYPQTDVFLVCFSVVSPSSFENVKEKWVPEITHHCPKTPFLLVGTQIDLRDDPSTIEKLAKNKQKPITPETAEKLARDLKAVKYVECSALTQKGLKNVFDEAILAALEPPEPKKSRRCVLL
RGS8-Gao: modulates binding of RGS8 to human Galphao | multiplexed bead flow cytometry; actives lie on both sides | AID 1423 | P09471 | response (percent of control binding), % at 10 µM | actives 0.34% (n = 220,000); in the data active means response below about 60% or above about 140%; inactive means in between;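 further: Galphao activated as the GDP aluminium fluoride complex binding bead-coupled RGS8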
Target sequence (P09471 whole entry, looked up): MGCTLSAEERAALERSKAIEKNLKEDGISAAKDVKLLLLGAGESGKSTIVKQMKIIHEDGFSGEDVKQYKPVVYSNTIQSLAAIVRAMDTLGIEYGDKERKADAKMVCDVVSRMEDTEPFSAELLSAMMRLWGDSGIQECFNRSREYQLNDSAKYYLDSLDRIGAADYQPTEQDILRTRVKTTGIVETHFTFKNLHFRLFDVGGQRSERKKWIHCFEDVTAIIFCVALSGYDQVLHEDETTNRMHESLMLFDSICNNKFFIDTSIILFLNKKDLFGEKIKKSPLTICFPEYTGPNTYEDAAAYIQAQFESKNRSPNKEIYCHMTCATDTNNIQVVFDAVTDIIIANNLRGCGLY
Bim-Mcl-1: human Bim-Mcl-1 interaction inhibition | Q07820 | Bead-based flow cytometry, Bim peptide-Mcl-1 binding | inhibition, % at 10 µM | actives 0.1% (n = 190,000) | AID 1009; in the data active means inhibition above about 40%;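 further: 0% = no compound tracer wells and 100% = peptide blocker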
Pf gametocyte: kills late stage P. falciparum gametocytes | inhibition, % at 10.9 µM | actives 0.065% (n = 150,000) | P. falciparum stage V gametocytes, ATP luminescence, 24 h;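 active means inhibition above the mean plus 3 SD of compounds within the control limits, set per campaign, cut at about 38% in these data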;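 further: 0% = DMSO wells and 100% = medium only without gametocytes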
Mcl1 Noxa PPI: Mcl-1/Noxa interaction inhibition; inhibition, % at 21.7 µM; AID 1022; actives 1.5% (n = 220,000); TR-FRET Mcl-1/Noxa peptide binding, 2 h; Q07820;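 active means compounds that cut the protein-peptide binding signal by more than 50% relative to plate controls in a single-dose test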;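 further: His-tagged Mcl-1 with rhodamine Noxa BH3 peptide and terbium anti-His antibody; 0% = Mcl-1 plus Noxa peptide wells and 100% = peptide-only wells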
HRas wt GTP: modulators of GTP binding to human HRas wildtype; GST-Ras wt beads, Bodipy-FL-GTP binding, flow cytometry; actives lie on both sides; AID 759; actives 0.14% (n = 190,000); GTP binding activity, % at 10 µM;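 active means GTP binding activity at least 20% away from the 100% baseline, either lowered as inhibitor or raised as activator; inconclusive means flagged as likely green fluorescent, judged across all proteins in the well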;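 further: 0% = unlabeled GTP competition control and 100% = no-compound control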
Target sequence (P01112 whole entry, looked up): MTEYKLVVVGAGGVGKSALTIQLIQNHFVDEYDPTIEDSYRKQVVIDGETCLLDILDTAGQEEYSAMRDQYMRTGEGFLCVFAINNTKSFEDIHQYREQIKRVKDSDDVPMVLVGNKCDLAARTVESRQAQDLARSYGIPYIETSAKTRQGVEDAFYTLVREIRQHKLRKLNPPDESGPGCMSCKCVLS
Rab2A wt mod: changes GTP binding to wildtype dog Rab2A, up or down; P61105; GST-Rab2 wt beads, Bodipy-GTP binding, flow cytometry; GTP binding activity, % at 10 µM; actives 0.19% (n = 190,000);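 active means GTP binding activity at least 20 points away from 100%, either lowered or raised; inconclusive means signal likely due to the compound's own green fluorescence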;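 further: 0% = beads with excess unlabeled GTP and 100% = no-compound control corrected for plate trend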
Starred values were filed as active, the others as inactive; ? = inconclusive; nt = no result given.

SMILES | Mcl1-Bid inh | Rac1 act GTP bind | Rab7 wt GTP bind | Rac1 wt GTP bind | Cdc42 wt | RGS8-Gao | Bim-Mcl-1 | Pf gametocyte | Mcl1 Noxa PPI | HRas wt GTP | Rab2A wt mod
O=c1[nH]c(CSc2ncccn2)nc2c1cnn2-c1ccccc1 | -19 | 99 | 97 | 101 | 97 | 113 | -7 | 22 | 58* | 100 | 98
CCCC(=O)NCCc1ccc(F)cc1 | 0 | 101 | 102 | 108 | 104 | 104 | 6 | 18 | 11 | 102 | 102
CC(=O)c1cccc(NC(=O)NCc2cccnc2)c1 | -34 | 97 | 100 | 106 | 101 | nt | 0 | nt | -1 | 102 | 95
CC1CCN(C(=O)CN(c2ccccc2)S(=O)(=O)N(C)C)CC1 | -37 | 95 | 94 | 97 | 93 | 100 | 4 | -16 | 2 | 98 | 96
COc1cccc2cc(-c3nnc(SCC(=O)Nc4cc(C(F)(F)F)ccc4Cl)n3N)oc12 | -18 | 94 | 101 | 99 | 97 | 101 | 0 | -12 | 2 | 100 | 98
CC(NS(=O)(=O)c1ccc(Br)cc1)C(N)=O (stereo not given) | -3 | 98 | 102 | 99 | 99 | 102 | -2 | -6 | -13 | 101 | 100
Cc1ccc(S(=O)(=O)N2CCN(C3CC(=O)N(Cc4ccccc4)C3=O)CC2)cc1C (stereo not given) | 2 | 97 | 97 | 100 | 101 | 103 | -6 | -30 | 4 | 99 | 97
S=c1[nH]nc(-c2ccccn2)n1/N=C/c1cccs1 | -24 | 96 | 95 | 97 | 93 | 100 | -6 | 6 | 18 | 96 | 97
Cc1cc(/C=N/NC(=O)C(=O)NCc2ccccn2)c(C)n1-c1ccccc1 | -58 | 100 | 97 | 98 | 101 | 81 | -4 | 12 | 7 | 98 | 100
Cc1c(C(c2ccc(N(C)C)cc2)c2c(C)n(C)n(-c3ccccc3)c2=O)c(=O)n(-c2ccccc2)n1C | -25 | 93 | 99 | 98 | 97 | 100 | 2 | 20 | 13 | 98 | 96
Cn1c(COc2ccccc2)nnc1SCCC(=O)Nc1ccccc1 | -31 | 103 | 98 | 102 | 101 | 101 | -5 | 29 | -9 | 99 | 102
Cc1ccc(NS(=O)(=O)c2ccc(/C=C/C(=O)O)cc2)cc1Cl | 2 | 89 | 102 | 97 | 93 | 101 | -4 | nt | -1 | 94 | 93
CC(NC(=O)CSc1nc2ccccc2n1CCC#N)c1ccc(F)cc1 (stereo not given) | -24 | 99 | 102 | 113 | 104 | 104 | -2 | nt | 1 | 103 | 100
COc1ccccc1CCC(=O)Nc1nc2ccccc2[nH]1 | 2 | 98 | 103 | 100 | 101 | 95 | -3 | nt | 14 | 100 | 102
CN1c2ccccc2C(=O)NC1c1ccc(Cl)cc1 (stereo not given) | -32 | 96 | 109 | 99 | 98 | 110 | -1 | -1 | 3 | 99 | 99
Cc1ccc2nc(SCC(=O)Nc3ccc4c(c3)OCCO4)[nH]c2c1 | -10 | 97 | 101 | 103 | 99 | 102 | -3 | nt | 17 | 101 | 100
CN1CCCC(C#CC(O)(c2ccccc2)c2ccccc2)C1 (stereo not given) | -5 | 96 | 96 | 101 | 100 | 102 | -3 | 13 | 17 | 97 | 96
COc1cccc(C(=O)NCCC2=CCCCC2)c1OC | -12 | 106 | 98 | 109 | 106 | 99 | -2 | 6 | -1 | 101 | 104
CC(C)NS(=O)(=O)c1ccc(OCC(=O)Nc2ccc(F)cc2F)cc1 | -9 | 100 | 101 | 99 | 100 | 105 | 0 | nt | -1 | 102 | 103
CCCn1nnnc1NCc1ccccc1OCc1ccc(F)cc1 | -20 | 100 | 98 | 103 | 103 | 101 | -1 | nt | -1 | 104 | 103
CC(=O)C1=C(C)NC(C)=C(C(C)=O)C1c1ccc(-c2ccccc2Cl)o1 | -80 | 99 | 100 | 102 | 105 | 98 | 2 | nt | 6 | 101 | 102
O=C(O)c1cc(NC(=O)c2ccccc2[N+](=O)[O-])ccc1O | -44 | 94 | 99 | 96 | 95 | 101 | 1 | 11 | 13 | 96 | 96
CC1=C(C(=O)Nc2ccccc2)C(c2ccccc2[N+](=O)[O-])NC(=O)N1 (stereo not given) | -27 | 95 | 104 | 95 | 99 | 98 | -1 | -2 | 18 | 96 | 99
O=C(Nc1ccccc1)C1CCCN1C(=O)Nc1ccccc1[N+](=O)[O-] (stereo not given) | -27 | ? | ? | ? | ? | 105 | -1 | 3 | -13 | ? | ?
O=C(c1ccc(S(=O)(=O)Nc2ccccc2)cc1)N1CCOCC1 | -16 | 100 | 103 | 107 | 102 | 98 | 0 | 0 | -5 | 102 | 100

Continued.
SMILES | Mcl1-Bid inh | Rac1 act GTP bind | Rab7 wt GTP bind | Rac1 wt GTP bind | Cdc42 wt | RGS8-Gao | Bim-Mcl-1 | Pf gametocyte | Mcl1 Noxa PPI | HRas wt GTP | Rab2A wt mod
Cc1cc(NS(=O)(=O)c2ccc(NC(=O)CSc3nnc(-c4ccco4)n3N)cc2)nc(C)n1 | -6 | 96 | 95 | 96 | 98 | 100 | 3 | 12 | 23 | 93 | 95
COC(=O)c1sc(NC(=O)c2cc(-c3ccccc3)nc3ccccc23)c(C#N)c1C | -8 | 93 | 93 | 96 | 94 | 92 | -2 | -18 | 25 | 94 | 93
Cc1cc(=O)[nH]c(SCC(=O)Nc2nc3ccccc3s2)n1 | 14 | 95 | 102 | 94 | 92 | 101 | 1 | 0 | 17 | 94 | 93
Cc1cccc2cc(CN(CCCN(C)C)C(=S)NCCc3ccccc3)c(=O)[nH]c12 | -55 | 98 | 107 | 101 | 98 | 97 | 0 | -20 | 0 | 98 | 98
CCN(CC)c1cc(C)c2cc(NC(=O)c3ccccc3OC)ccc2n1 | -1 | 97 | 110 | 102 | 100 | 101 | -1 | 14 | 8 | 99 | 101
CC(=O)c1ccc(NC(=O)Nc2ccc3c(c2)nc(C)n3C)cc1 | -4 | 101 | 106 | 102 | 101 | 103 | -2 | 10 | 28 | 100 | 102
CCn1c(C)nc2cc(C(=O)N/N=C/c3ccc(O)cc3)ccc21 | 2 | 96 | 95 | 104 | 98 | 108 | 0 | nt | 32 | 95 | 95
Cc1cc(-c2nnc(SCC(=O)c3ccc4c(c3)OCCO4)o2)no1 | -27 | 100 | 99 | 103 | 103 | 102 | -2 | nt | 59* | 102 | 101
COc1ccc(NC(=O)Nc2ccc(F)cc2)c(C)c1 | -14 | 97 | 91 | 102 | 97 | 99 | 0 | -12 | 6 | 96 | 98
O=C(Cc1ccccc1)N1CCN(C(=O)c2cccs2)CC1 | 0 | 98 | 102 | 96 | 101 | 99 | -3 | nt | -24 | 99 | 99
O=C(NCCS(=O)(=O)c1ccc(Cl)cc1)c1ccc(F)cc1 | 14 | 97 | 97 | 99 | 95 | 87 | 0 | -3 | 14 | 99 | 99
Cc1ccc(Oc2nnc(-c3ccccc3)c3ccccc23)cc1 | -5 | 92 | 94 | 96 | 101 | 104 | -2 | nt | -33 | 97 | 95
Cn1cc(CNC(=O)Nc2ccc3c(c2)OCO3)cn1 | -40 | 98 | 99 | 102 | 101 | 104 | -5 | nt | -15 | 101 | 100
OCCNc1nc(OCC(F)(F)F)nc(N2CCN(C34CC5CC(CC(C5)C3)C4)CC2)n1 | -23 | 101 | 97 | 103 | 99 | 100 | -3 | nt | -1 | 98 | 97
COc1ccc(/C(C)=N/Nc2ccc(C(=O)O)cc2)c(OC)c1 | -58 | 102 | 100 | 104 | 102 | 98 | -2 | -9 | 16 | 103 | 99
Cc1cc(NC(=O)CSc2ccc3nnc(CCNC(=O)c4ccccc4)n3n2)no1 | -9 | 97 | 105 | 103 | 98 | 98 | -3 | 2 | -6 | 99 | 100
COc1ccc(C(=O)Nc2c(N)nc(SCC(=O)N3CCC(C)CC3)[nH]c2=O)cc1OC | -3 | 88 | 93 | 89 | 88 | 91 | -1 | nt | -2 | 89 | 94
Cc1n[nH]c(C)c1S(=O)(=O)N1CCCC(C(=O)NC2CCCCC2)C1 (stereo not given) | 0 | 96 | 102 | 100 | 95 | 99 | 0 | nt | 16 | 98 | 98
c1ccc(NCCCNc2ccccc2)cc1 | -31 | 97 | 102 | 95 | 97 | 97 | -2 | -20 | -1 | 99 | 97
COc1ccc(C2C(C(=O)N3CCC(C(N)=O)CC3)CC(=O)N2c2ccc(OC)cc2)cc1 (stereo not given) | -4 | 95 | 101 | 95 | 96 | 101 | 2 | 17 | 15 | 98 | 95
COc1ccc(-c2coc3cc4oc(=O)cc(-c5ccccc5)c4cc23)cc1F | -35 | 99 | 101 | 102 | 100 | 103 | -13 | 10 | 8 | 100 | 103
Cc1ccc(O)c(N=Nc2ccc(S(=O)(=O)N3CCOCC3)cc2)c1 | -22 | 96 | 101 | 98 | 95 | 106 | 0 | 13 | 16 | 97 | 99
COC(=O)CCSCC(=O)N1N=C(c2ccc(OC)cc2)CC1c1cccc(OC)c1OC (stereo not given) | -26 | 101 | 105 | 106 | 102 | 100 | -1 | -31 | -4 | 102 | 103
O=C1N(c2ccccc2)C2CS(=O)(=O)CC2N1c1ccc(Cl)c(Cl)c1 (stereo not given) | 1 | 99 | 104 | 104 | 104 | 102 | -1 | nt | 17 | 103 | 104
COc1ccc2c(-c3ccccc3)cc(SCC(=O)NC(N)=O)nc2c1 | -11 | 95 | 94 | 98 | 92 | 103 | -2 | nt | -77 | 94 | 94

(more compounds)
SMILES | Mcl1-Bid inh | Rac1 act GTP bind | Rab7 wt GTP bind | Rac1 wt GTP bind | Cdc42 wt | RGS8-Gao | Bim-Mcl-1 | Pf gametocyte | Mcl1 Noxa PPI | HRas wt GTP | Rab2A wt mod
CCOc1ccc(NC(=O)CC2C(=O)Nc3ccccc3N2C(=O)c2ccccc2)cc1 (stereo not given) | -35 | ? | ? | ? | ? | 101 | 0 | nt | 12 | ? | ?
CCC(Sc1ncccc1C(=O)OCCN1CCCC1=O)C(=O)NCc1ccco1 (stereo not given) | -27 | 99 | 95 | 103 | 103 | 101 | 1 | nt | 13 | 98 | 99
Cc1ccc(C(=O)n2c(N)nc3ccccc32)cc1 | 3 | 96 | 100 | 99 | 94 | 102 | 3 | nt | -1 | 97 | 96
CCCCN(CCCC)CC(O)COc1ccccc1C(=O)Nc1ccccc1 (stereo not given) | -12 | 99 | 94 | 101 | 97 | 101 | -1 | 0 | 18 | 97 | 96
O=C(Nc1cccc(C(F)(F)F)c1)c1cc2c(s1)-c1ccccc1OC2 | -16 | 95 | 99 | 101 | 102 | 103 | -7 | 6 | 27 | 99 | 99
Cc1cccc(NC(=O)Nc2ccc(C#N)cc2)n1 | 15 | 99 | 100 | 103 | 101 | 104 | 2 | nt | -24 | 97 | 102
CS/C(N)=N/N=C/c1ccc([N+](=O)[O-])cc1 | -4 | 97 | 97 | 101 | 101 | 99 | 1 | nt | 22 | 99 | 99
